T cell HTS – T cell immune modulation candidate; 2C CD8+ T cell-vesicle binding, flow cytometry; hits give low values; calls only at 7 µM; hit rate 0.068% among 330,000;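 active = response, share of CD8 T cells binding vesicles, and their 90th percentile fluorescence all below set limits, cut at about 80% in these data, passing the limit was not always enough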
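incubation = binding step 1.5 h, 37 °C, antibody labelling 20 min, ice | test system = 2C mouse CD8+ T cells | read-out basis = percent CD8+ FL2 mean versus row control | controls = Peptide-free naked vesicles (low) and QL9 vesicles with 0.7% DMSO vehicle (high) | detection = flow cytometry of vesicle-bound cells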
Yfh1-depleted yeast – enhancers of respiration in Yfh1-depleted yeast, dose response, Friedreich's ataxia, plus single-dose screen (AID 1465); hit rate 0.074% among 220,000; S. cerevisiae Yfh1-off respiration, WST-1 reduction, 72 h; higher fold induction means a stronger effect; fold induction at 50 µM, or EC50 in µM where a hit was titrated;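 active = fold induction of absorbance versus untreated yeast above a set limit, then at least 30% activation at any dose in follow-up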;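 note: activators that raise dye reduction in frataxin-depleted yeast; strong numbers were not always called active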
Dynein transport – dynein cargo transport inhibition; 3617.4 mouse cells, GR-EGFP nuclear translocation imaging; test concentration mostly 20 µM; stimulated with dexamethasone, 1 µM; hits give low values; z-score, hits read low; hit rate 0.47% among 220,000; AID 1381;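 active = plate z-score of nuclear minus cytoplasmic receptor signal below a set negative limit, without overly bright fluorescence or cell loss, cut at about -3.5 in these data, passing the limit was not always enough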;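 note: z-score of nuclear minus cytoplasmic ring GR-EGFP intensity difference per well; some compounds called inactive have numbers as strong as hits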
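medium = tetracycline-free induction medium containing charcoal-stripped FBS | also added = 1.0 µM final dexamethasone stimulus | schedule = 48 h induction, 1 h compound, 30 min dex at 37 °C | technique = fixed, Hoechst-stained cells imaged at 10x for EGFP | measure = GR-EGFP nuclear translocation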
MT stabilizer – stabilizes microtubules in HeLa cells | HeLa tubulin immunostaining HCS, 24 h; share of cells brighter than vehicle mean+2SD | % tubulin-high responders, % at 10 µM | hit rate 0.83% among 200,000 | AID 2205;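 active = plate Z-score above 3 for both tubulin-high and condensed-nucleus cell shares, with cell loss under 80%, at 10 µM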;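 note: anti alpha tubulin signal scored within the nucleus-defined area of each cell; some results filed as inactive read as strong as hits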
bCat nuc transl – modulators of beta-catenin nuclear translocation; AID 1665; hit rate 0.3% among 190,000; HeLa beta-catenin nuclear translocation, immunofluorescence imaging; nuclear translocation activity, % at 5 µM;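 active = nuclear translocation activity above 50% at 5 µM, with a well cell count of 50 or more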;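 note: per-cell ratio of nuclear to cytoplasmic median beta-catenin stain intensity; plate controls were DMSO negative control for no effect and GSK-3 inhibitor IX positive control for full effect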
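Test system: human HeLa cell line; Doses: 5 µM primary, 0.02–20 µM confirmation; Incubation: 24 h compound exposure, 37°C; Detection: beta-catenin immunofluorescence imaging with DAPI; Read-out: beta-catenin nuclear/cytoplasmic ratio, % activation.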
P. falciparum M17LAP – P. falciparum M17LAP inhibitors, primary screen, biochemical, fluorogenic H-Leu-NHMec substrate, 1536-well (AID 1619); hit rate 0.38% among 220,000; inhibition, % at 30 µM, or IC50 in µM where a hit was titrated; recombinant M17LAP, H-Leu-NHMec fluorogenic kinetic assay; higher % means a stronger effect;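 active = compound inhibiting the enzyme by more than half at any dose during confirmatory dose-response retesting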;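 note: plate controls were full reaction with DMSO carrier for no effect and no enzyme background for full effect; strong numbers were not always called active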
Autophagy HCS – alters autophagy in cells; MEF GFP-LC3 puncta imaging; test concentration mostly 10 µM; hit rate 0.98% among 190,000; calls only at 10 µM (by protocol);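 active = percentage of spot-positive cells more than 3 SD above its plate mean, without a fluorescence outlier flag or 80% toxicity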;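 note: spot-positive cell cutoff set from DMSO-treated cells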
P. falciparum M1AAP – malaria alanyl aminopeptidase activity blockers – biochemical, fluorogenic H-Leu-NHMec substrate, 1536-well (AID 1445). hit rate 0.42% among 220,000. inhibition, % at 30 µM, or IC50 in µM where a hit was titrated. recombinant M1AAP, H-Leu-NHMec fluorogenic kinetic assay; higher % means a stronger effect;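 active = primary inhibition above the hit cutoff, then over 50% inhibition at one or more dose response concentrations, cut at about 23% in these data, passing the limit was not always enough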;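 note: plate controls were DMSO full reaction for no effect and no enzyme background for full effect; strong numbers were not always called active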
WT yeast gro inh – growth inhibition of WT yeast, mitochondrial fusion screen; inhibition, % at 10 µM; mitochondrial fusion phenotypic screen, WT strain; hit rate 2.1% among 190,000; in the data active = inhibition above about 58%; tested in S. cerevisiae
WT yeast gro inh mutant strain – second read-out of WT yeast gro inh, no call of its own (marks repeat the call); inhibition, %; mitochondrial fusion phenotypic screen, mutant strain inhibition
Dynein transport cytoplasmic EGFP – also measured in Dynein transport; calls as there; z-score; measured here: cytoplasmic GR-EGFP intensity; hits give high values
Dynein transport nuclear GR-EGFP – recorded beside Dynein transport, whose call it bears; z-score; measured here: nuclear GR-EGFP intensity;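 lower value marks the stronger effect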
Dynein transport cell count – second read-out of Dynein transport, no call of its own (marks repeat the call); z-score; measured here: cell count per field
bCat nuc transl cell count 5 µM – recorded beside bCat nuc transl, whose call it bears; cell count; measured here: cell count, cytotoxicity flag
T cell HTS vesicle-bound % – second read-out of T cell HTS, no call of its own (marks repeat the call); double positive events, %; measured here: CD8+ vesicle-bound cell fraction;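 binding gate set so that unloaded-vesicle control wells show 10% double positive cells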
MT stabilizer Hoechst-high % – recorded beside MT stabilizer, whose call it bears; % Hoechst-high responders; measured here: nuclear condensation Hoechst responders;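 share of cells brighter than vehicle mean plus two SD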
MT stabilizer cytotoxicity % – also measured in MT stabilizer; calls as there; toxicity, %; measured here: cytotoxicity by cell density;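 0% = mean cell density of plate MIN control wells and 100% = no cells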
Autophagy HCS cell loss 18 h – also measured in Autophagy HCS; calls as there; toxicity, %; measured here: cell loss, nuclei count;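 cell loss after 18 h compound exposure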
* hit, by the source's call; i = inactive; . = no result given.

SMILES	T cell HTS	T cell HTS vesicle-bound %	Yfh1-depleted yeast	Dynein transport	Dynein transport cytoplasmic EGFP	Dynein transport nuclear GR-EGFP	Dynein transport cell count	MT stabilizer	MT stabilizer Hoechst-high %	MT stabilizer cytotoxicity %	bCat nuc transl	bCat nuc transl cell count 5 µM	P. falciparum M17LAP	Autophagy HCS	Autophagy HCS cell loss 18 h	P. falciparum M1AAP	WT yeast gro inh	WT yeast gro inh mutant strain
O=C1OC(c2ccccc2)=C/C1=C\N1CCOCC1	i	17.0	i	-1.06	-0.326	-0.39	0.706	3.3	3.8	4.2	2.7	1396	8.1%	i	23.8	3.1%	29.6	29.7
CC(=O)Nc1ccc(S(=O)(=O)c2ccc(C)cc2)cc1	i	33.5	i	-1.01	-0.33	-0.0189	1.57	5.9	1.9	5.5	-2.9	1081	-3.0%	i	10.5	-2.5%	-3.5	-4.8
CCC(=O)Nc1nc2ccc3sc(C)nc3c2s1	i	6.4	i	0.612	-0.325	0.968	-0.118	5.5	2.4	18.4	-2.2	865	-8.1%	i	9.8	-2.6%	-3.2	-6.8
N#Cc1ccccc1NC(=O)CSc1nnc(-c2ccccc2O)n1-c1ccccc1	i	8.9	i	0.343	-0.253	0.232	-0.888	2.3	2.2	3.3	0.1	1038	11.8%	i	1.6	0.1%	-2.9	-3.2
C=CCOC(=O)C1=C(C)NC(C)=C(C(=O)OCC=C)C1/C=C/c1ccccc1	i	9.4	i	-0.738	-0.187	-0.133	0.614	2.6	1.9	7.5	-2.8	1249	-2.7%	i	-15.7	-1.2%	50.3	0.1
S=C(NCc1ccncc1)Nc1ccccc1	i	67.2	i	-1.14	-0.212	-0.373	0.894	2.3	1.5	4.0	-1.2	1089	-5.4%	i	14.4	2.3%	-7.2	-1.4
Cc1nnc(N)nc1C	i	15.3	i	-0.223	-0.245	-0.0335	0.815	1.8	1.8	13.8	-4.0	1472	4.4%	i	6.5	0.6%	4.1	2.9
O=C(CSc1nc2ncccc2[nH]1)Nc1ccc2c(c1)OCO2	i	26.5	i	2.26	-0.198	1.05	-1.54	.	.	.	-1.1	1390	11.5%	.	.	12.5%	.	.
Cc1c(NC(=O)CC(O)(C(F)(F)F)C(F)(F)F)c(=O)n(-c2ccccc2)n1C	i	13.7	i	0.354	-0.245	0.25	0.182	4.6	3.3	4.9	0.0	1009	-17.9%	i	-7.0	-0.9%	27.7	2.5
CC(=O)Nc1ccc(N2C(=O)CC(N3CC(C)OC(C)C3)C2=O)cc1 (stereo unspecified)	i	31.5	i	-0.466	-0.224	-0.239	0.747	1.2	1.7	5.9	-4.6	877	6.7%	i	-28.7	1.8%	.	.
Cc1ccc(-c2n[nH]c(=S)n2/N=C/c2c(C)[nH]n(-c3ccccc3)c2=O)cc1	i	38.4	i	2.93	-0.0299	1.52	-1.28	6.3	1.9	10.5	-0.5	1030	-0.9%	i	9.9	13.1%	2.9	8.6
CC(=O)Nc1ccc(C(=O)Nc2cc(C(F)(F)F)ccc2-n2cnc3ccccc32)cc1	i	8.2	i	0.648	-0.24	0.211	-1.08	4.9	3.3	2.8	3.0	439	-16.1%	i	-16.9	-1.0%	-2.0	9.0
CCN(CC)CCCNCC(=O)Nc1ccc2c(c1)CCC2	i	33.5	i	0.0349	-0.284	0.6	-0.583	4.5	2.5	6.7	1.0	1031	-2.5%	i	0.2	5.0%	-8.6	-4.2
CCCCCC(=O)N/N=C(\C)c1ccc(Cl)cc1	i	8.4	i	3.37	-0.083	1.3	-2.2	0.9	2.2	6.6	-1.3	1434	-3.3%	i	11.0	0.2%	14.2	11.9
CC(C)(C)C(=O)NC1(C(F)(F)F)C(=O)Nc2c1c(=O)[nH]c(=O)n2Cc1ccco1 (stereo unspecified)	i	35.6	.	-1.39	-0.0995	-0.358	0.29	3.3	3.1	9.0	-3.4	1048	3.7%	i	4.0	-3.1%	-3.9	-8.0
O=C(CN1CCN(Cc2ccc(F)cc2)C1=O)NC1CCCC1	i	59.3	i	0.322	-0.287	0.16	-0.0722	2.2	2.2	8.8	-0.9	1143	-0.8%	i	-42.3	7.8%	0.6	6.0
CCC(=O)NC(=S)Nc1ccccc1OC	i	21.1	i	1.79	-0.193	0.592	-2.06	3.5	2.3	7.1	-1.5	1108	13.8%	i	-22.4	13.8%	10.8	21.7
NC(=O)c1ccc(NC(=O)CCNC(=O)c2ccco2)cc1	i	17.4	i	-1.27	-0.866	-0.984	0.666	.	.	.	-0.4	1273	11.8%	.	.	2.7%	.	.
O=c1c2ccccc2nc2n1C(CSc1ccc(Cl)cc1)CN2 (stereo unspecified)	i	42.3	i	-0.562	-0.154	-0.337	0.437	1.1	2.1	7.7	1.0	1350	8.5%	i	8.6	5.7%	48.1	-3.7
C/C(=N/NC(=O)CN1CCN(Cc2ccccc2Cl)CC1)c1cccs1	i	39.0	i	-0.396	-0.259	0.381	0.237	.	.	.	-0.3	1362	5.8%	.	.	-0.7%	.	.
COc1cccc(-c2noc(-c3cccnc3)n2)c1	i	33.6	i	-0.62	-0.321	-0.135	0.137	3.4	2.9	9.2	2.0	1411	-1.7%	i	-7.5	6.0%	8.0	-9.2
CCOC(=O)c1cc(NC(=O)Nc2ccc(OC)c(OC)c2)c(C)nc1C	i	59.6	i	-0.466	0.0524	-0.452	0.874	3.7	2.6	7.5	-1.0	1069	5.4%	i	-5.6	3.1%	-17.7	5.3
CCN1CCN(c2nc(Nc3ccccc3F)nc(N)c2[N+](=O)[O-])CC1	i	26.9	i	-0.585	-0.685	-0.128	0.2	.	.	.	-0.9	1228	5.8%	.	.	13.1%	.	.
COCC(C)NCc1cc(Br)ccc1OC (stereo unspecified)	i	64.6	i	-0.64	-0.121	-0.327	0.527	2.5	0.7	2.9	-2.5	1090	-3.5%	i	9.0	-1.2%	7.5	7.1
C/C(CC(=O)NCc1ccccc1)=N\NC(N)=S	i	55.7	i	-0.361	-0.291	-0.113	0.639	3.1	1.6	9.7	0.3	1093	4.0%	i	16.1	-2.5%	-1.2	4.5
COCC(=O)Nc1ccc(S(=O)(=O)NCCc2ccccc2)cc1	i	49.3	i	-0.584	-0.25	-0.938	0.913	4.7	1.9	7.6	.	.	7.2%	i	-4.2	15.2%	-10.7	-7.7
COC(=O)c1ccc(COC(=O)CNC(=O)c2ccc(-c3ccccc3)cc2)cc1	i	61.8	i	0.0476	-0.233	0.092	-0.633	1.4	3.3	3.2	.	.	3.5%	i	-7.5	0.0%	14.5	-8.1
CCc1ccc(NC(=O)C2C3C=CC(C4CC34)C2C(=O)O)cc1 (stereo unspecified)	i	35.8	i	0.471	-0.25	0.505	-0.555	2.9	1.5	6.6	1.1	1113	-2.2%	i	11.3	-8.3%	3.2	8.0
Cc1ccc(NS(=O)(=O)c2cccc(C(=O)n3ncc(C#N)c3N)c2)c(C)c1	i	34.7	i	-1.42	-0.254	0.0313	1.04	2.2	3.2	6.2	-0.2	1256	15.6%	i	23.2	4.2%	-1.4	4.7
Cc1ccc(S(=O)(=O)c2ccc(Oc3cccc(C)c3)cc2)cc1	i	39.6	i	0.32	-0.222	-0.0338	0.265	2.0	1.7	9.6	1.6	1316	-12.8%	i	7.9	-0.9%	12.9	4.8
Cc1cc2cc(C=O)c(Cl)nc2cc1C	i	52.7	i	0.208	-0.0653	0.0754	-0.202	1.2	0.9	5.3	-1.4	1286	-11.4%	i	2.3	-4.4%	-3.5	7.7
CCN1CCN(C(=O)c2ccc(OCC(=O)Nc3ccc(F)cc3)c(OC)c2)CC1	i	22.8	i	-0.0143	-0.363	0.249	0.634	3.4	2.5	21.2	-0.6	1108	1.8%	i	26.4	-8.2%	-2.1	3.6
N#Cc1ccc(-c2cccnc2)nc1SCC(=O)c1ccccc1	i	33.6	i	-5.31	9.58	-1.18	1.77	.	.	.	-1.2	1330	2.0%	.	.	2.5%	.	.
Cn1cc(S(=O)(=O)NCc2ccco2)c(=O)n(C)c1=O	i	24.0	i	-0.157	-0.129	-0.0492	-0.517	1.5	3.2	4.0	.	.	13.3%	i	-8.0	3.8%	-4.6	0.5
COCCN1Cc2cccc(C(=O)Nc3ccc(S(=O)(=O)N4CCOCC4)cc3)c2C1=O	i	25.4	i	1.45	0.0937	1.16	-0.372	2.7	1.9	9.5	0.0	1153	0.2%	i	16.7	-2.8%	6.0	3.3
O=C(NCCN1C(=O)C2C3C=CC(C3)C2C1=O)N1CCOCC1 (stereo unspecified)	i	9.3	i	2.42	-0.122	1.72	-0.76	6.6	2.3	10.8	0.4	1093	2.0%	.	.	5.3%	7.8	3.0
CC1Cc2ccccc2N1C(=O)c1ccc(N2CCCC2)c([N+](=O)[O-])c1 (stereo unspecified)	i	61.6	i	-0.674	-0.256	-0.412	0.406	4.9	2.0	8.6	-1.4	1109	-0.7%	i	1.4	14.2%	19.0	4.8
Cc1nnc(SCc2nnc(-c3ccccc3)o2)n(N)c1=O	i	40.8	i	0.982	-0.235	0.94	0.0223	2.9	2.9	15.7	-6.3	1186	8.5%	i	15.0	0.9%	13.2	20.4

Assay outcomes (PubChem)

Outcome played no part in choosing rows. Share with any hit: about 4.4%.
